# HIF activator: HIF pathway transcriptional activators, primary screen, cell-based, U2OS HRE-luciferase, luminescence; U2OS HRE-luciferase reporter; normalized: DMSO 0%, desferrioxamine 100%; activation, % at 7.5 µM (by protocol); hit rate 0.32% among 300,000;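 active means mean activation of at least 10% of the iron chelator positive control signal, with at least half of replicates also reaching 10%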
# aSyn 5UTR inh: MLPCN primary screen, SNCA 5' untranslated region. inhibition, % (tested at 7.5 µM). AID 1813, 2009. alpha-synuclein 5'UTR reporter, inhibitor activity. hit rate 0.82% among 300,000; in the data active means inhibition above about 60%;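 further: H4 neuroglioblastoma cells stably carrying SNCA 5'UTR luciferase fusion; 0% = DMSO wells and 100% = positive control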
# HSF-1 act: HSF-1 activators, primary screen, NIH3T3-HGL cells, MG132 stress, luminescence, single point | hit rate 1.7% among 300,000 | NIH3T3-HGL HSF-1 luciferase reporter, 8 h; 100% = twice DMSO control signal | activation, % at 9 µM;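 active means mean replicate activation of at least 50% with a set share of replicates each reaching 50%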;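 further: 0% = median of the neutral control wells and 100% = twice that signal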
# AI-2 QS mod: Vibrio harveyi AI-2 quorum sensing modulators, primary screen, JMH597 strain, luminescence/OD600 ratio; Vibrio harveyi JMH597 AI-2 luminescence/OD600 ratio, 9 h; stronger effect = lower value; strain lacks LuxN and CqsS sensors; 0 = neutral-control median; AID 2094, 2009; hit rate 0.4% among 300,000; activity change, % at 7.5 µM; in the data active means activity change below about -75%, passing the limit was not always enough;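 further: luminescence divided by OD600 gain over 9 h not by final OD600 alone; inactives centre near 13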
# GSK3A inh: blockers of GSK3A enzyme activity – biochemical, luminescence, cell-free homogeneous, HTS, primary screen; inhibition, % at 10 µM; GSK-3 alpha kinase, ADP-Glo luminescence, 60 min; hit rate 0.1% among 320,000; Glycogen synthase kinase-3 alpha (Homo sapiens), P49840;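 in the data active means inhibition above about 50%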;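 further: GST-tagged GSK-3 alpha with peptide substrate and 25 µM ATP; 0% = DMSO neutral wells and 100% = GW8510 positive control wells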
# Target sequence (P49840 whole entry, looked up): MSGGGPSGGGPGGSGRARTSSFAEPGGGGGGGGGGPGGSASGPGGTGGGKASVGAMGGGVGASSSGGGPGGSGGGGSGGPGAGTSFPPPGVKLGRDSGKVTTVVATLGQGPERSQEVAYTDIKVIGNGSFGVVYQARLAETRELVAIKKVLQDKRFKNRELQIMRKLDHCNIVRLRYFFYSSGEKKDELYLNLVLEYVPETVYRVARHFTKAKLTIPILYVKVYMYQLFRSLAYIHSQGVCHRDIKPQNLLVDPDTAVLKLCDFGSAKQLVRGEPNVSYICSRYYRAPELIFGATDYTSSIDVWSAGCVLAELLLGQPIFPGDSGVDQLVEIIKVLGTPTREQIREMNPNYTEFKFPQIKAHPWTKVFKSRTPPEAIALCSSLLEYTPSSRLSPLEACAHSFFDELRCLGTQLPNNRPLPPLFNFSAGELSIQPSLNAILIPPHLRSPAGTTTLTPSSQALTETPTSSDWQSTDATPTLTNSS
# HSP90 refold inh: HSP90 inhibitors, primary screen, cell lysate, luminescence. inhibition, % at 5.6 µM. Rabbit reticulocyte lysate, luciferase refolding luminescence, 3 h. AID 1789, 2009. hit rate 0.91% among 290,000. Heat shock protein HSP 90 (rabbit reticulocyte lysate; luciferase refolding);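 active means inhibition above the screen-wide mean plus 3 SD, computed separately per campaign, cut at about 16% in these data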;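 further: 0% = DMSO wells and 100% = 60 µM geldanamycin wells; inhibitors lower the luminescence because luciferase stays unfolded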
# IEC-6 tox: cytotoxicity in IEC-6 intestinal epithelial cells, primary screen, cytotoxicity control for KLF5 inhibitor project, cell-based, luminescence; AID 1825, 2009; IEC-6 cytotoxicity, luminescence viability; hit rate 0.78% among 290,000; inhibition, % at 5 µM; in the data active means inhibition above about 22%;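 further: 0% = plate median of test compound wells and 100% = cytotoxic reference compound wells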
# HSF1 inhib: HSF1 inhibitors in luciferase reporter cells, primary screen, cell-based, NIH3T3, luminescence; AID 2098, 2009; activity change, negative = inhibition, % at 7.5 µM (by protocol); hit rate 0.77% among 300,000; NIH3T3-HGL HSE-luciferase, MG132-induced, luminescence 8 h; stronger effect = lower value;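 active means more than half of replicate wells show activity change below -50%, luminescence cut by over half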;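 further: luciferase reports HSF-1 transcriptional activity via heat shock element; 0% = median of DMSO wells and -100% = zero luminescence signal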
# KLF5 inh: KLF5 expression inhibitors, primary screen, DLD-1 cells, luminescence. DLD-1 KLF5 promoter-luciferase reporter. inhibition, % at 5 µM. hit rate 0.23% among 290,000;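 active means inhibition above a per-plate limit of that plate's mean compound inhibition plus 3 SD, cut at about 60% in these data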;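 further: 0% = DMSO wells and 100% = LY294002 at 200 µM; higher means less KLF5 promoter-driven luciferase light; inactives centre near -14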
# GSK3B inh: human GSK3beta kinase inhibitors, primary screen, biochemical, cell-free homogeneous, HTS; Glycogen synthase kinase-3 beta (Homo sapiens), P49841; GST-GSK3beta kinase, ADP-Glo luminescence, 60 min; stronger effect = lower value; activity score (negative = inhibition), % at 10 µM; hit rate 0.038% among 300,000;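 active means more than half of replicate wells score below -50%, meaning over 50% inhibition versus plate controls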;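 further: 0% = median DMSO wells and -100% = median GW8510 positive control wells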
# Target sequence (P49841 whole entry, looked up): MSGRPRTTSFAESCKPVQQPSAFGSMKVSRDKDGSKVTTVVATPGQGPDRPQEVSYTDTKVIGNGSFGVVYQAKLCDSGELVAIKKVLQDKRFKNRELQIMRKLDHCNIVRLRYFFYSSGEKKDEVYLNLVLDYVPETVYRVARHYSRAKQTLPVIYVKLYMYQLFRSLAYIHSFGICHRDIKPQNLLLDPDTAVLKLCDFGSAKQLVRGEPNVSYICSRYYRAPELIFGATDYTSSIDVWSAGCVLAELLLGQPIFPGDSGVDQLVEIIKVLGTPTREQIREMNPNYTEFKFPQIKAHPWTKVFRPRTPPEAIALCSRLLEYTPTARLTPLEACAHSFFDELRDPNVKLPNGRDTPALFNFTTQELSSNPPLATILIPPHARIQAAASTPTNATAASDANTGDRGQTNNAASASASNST
#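 test system = GST-tagged human GSK3beta kinase, cell-free | reagent = 25 µM ATP with peptide substrate | dosing = one dose of 10 µM per compound | schedule = 60 min reaction, RT | detection = luminescent ADP-Glo measurement of ADP formed | control set = DMSO neutral wells and GW8510 at 20 µM as positive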
# Active calls of the source: *; . = not tested or not shown. Outcome played no part in choosing rows. Share with any hit: about 4.7%.
# Under each structure: HIF activator, aSyn 5UTR inh, HSF-1 act, AI-2 QS mod, GSK3A inh, HSP90 refold inh, IEC-6 tox, HSF1 inhib, KLF5 inh, GSK3B inh
- Cc1ccc(C(=O)N2CCN(C(=O)CN3CCCC3)C2)cc1
 : 0.0, -2, 4, 8, 7, -2, -2, 0, -47, 1
- O=C(c1cc2ccccc2oc1=O)N1CCSC1c1ccco1 (centres undefined)
 : 0.3, 12, -16, -5, 0, 3, -6, -9, -24, -2
- CN(CC(=O)Nc1ccc(F)cc1[N+](=O)[O-])Cc1ccccc1
 : 0.7, -3, 17, -7, -1, -4, -8, 0, 0, 2
- CCOC(=O)c1sc(N)c(C(=O)Nc2ccccc2OC)c1C
 : -0.4, 30, 27, 23, -8, -4, 38*, 3, 12, 0
- CC[C@@]12C(=O)N(c3cccc(Cl)c3)C(=O)N1[C@H](c1ccc(Br)cc1)[C@@H]1C(=O)N(C(C)(C)C)C(=O)[C@@H]12
 : 1.5, -2, 3, 34, -2, ., ., 10, ., 0
- CCN(CC(=O)Nc1ccc(NC(C)=O)cc1)C(=O)c1ccccc1SCc1c(C)noc1C
 : -0.3, 1, 3, 7, 1, ., ., 0, ., 4
- O=C(COC(=O)Cc1ccc(Cl)cc1)Nc1cc(S(=O)(=O)N2CCOCC2)ccc1N1CCCC1
 : -0.2, 24, 14, 16, -2, 4, 3, 7, 6, 0
- CC(=O)Nc1ccc(S(=O)(=O)N2CCCN(c3nc(C)cc(C)c3C#N)CC2)cc1
 : -0.3, -12, 3, 11, 0, -2, -4, -3, 6, 0
- COc1ccc(/C(N)=N/OC(=O)CSc2ccc(C)cc2)cc1
 : 0.3, -34, -1, ., -1, 1, -6, 2, -16, .
- CNC(=S)N1N=C(c2ccc(OC)cc2)CC1c1ccccc1Cl (centres undefined)
 : -0.1, 3, 9, 25, 2, 2, -2, -5, -35, 4
- CCOC(=O)C(=O)c1c(-c2ccc(C)cc2)nc2ccccn12
 : 0.3, 0, -7, 36, -2, -2, 1, -4, -2, 1
- Cc1ccc(N(CC(=O)NCc2ccc(Cl)cc2)S(C)(=O)=O)cc1
 : 0.5, 3, 34, 8, 0, -1, -1, 10, -84, -2
- O=C(O)CCN1C(=O)c2ccccc2Sc2ncccc21
 : 0.2, 11, 0, 25, 0, -2, -6, -3, -12, -2
- Cc1ccc(Cn2c(-c3nonc3N)nc3ccccc32)cc1
 : 1.0, 23, 48, -6, ., 5, 6, 20, 21, 4
- Cc1ccc(C(=O)Nc2cc(Cl)ccc2N2CCCCC2)s1
 : -0.1, 18, 11, -3, -2, -1, 1, 0, -19, 0
- CCn1cc(C(=O)NCCCN2CCN(C)CC2)c(=O)c2cc(S(=O)(=O)N3CCc4ccccc4C3)ccc21
 : -3.1, -6, 3, -13, -2, 2, -5, 2, 4, -2
- Cc1cc(N2CCCN(C)CC2)nc2cc(Cl)ccc12
 : 0.1, 13, 12, -21, 2, 3, 6, -1, -29, -4
- CCCn1c(SCC(=O)NCc2ccccc2)n[nH]c1=O
 : -1.1, 3, -1, 8, 1, 1, -2, -6, -25, -4
- COc1ccc(-c2nc(CS(=O)CC(=O)NCc3ccc4c(c3)OCO4)c(C)o2)cc1OC (centres undefined)
 : -0.4, 5, -6, 21, -3, -3, -6, 2, -3, 2
- Cc1c(Cl)cnc(NC(=O)COC(=O)c2cc3c(s2)CCC(C)C3)c1Cl (centres undefined)
 : -0.5, -8, -4, 39, -3, 1, -8, -3, -10, -2

# Carrying on:
# Under each structure: HIF activator, aSyn 5UTR inh, HSF-1 act, AI-2 QS mod, GSK3A inh, HSP90 refold inh, IEC-6 tox, HSF1 inhib, KLF5 inh, GSK3B inh
- CCCCNC(=O)c1ccc2c(=O)n(CCCOCC)c(=S)[nH]c2c1
 : -0.1, -26, 1, 7, -3, -2, -5, 4, 1, 3
- NS(=O)(=O)c1ccc(CCNC(=O)Cc2ccc(Cl)cc2)cc1
 : -32, 2, 5, 16, 2, -4, -2, 6, -2, -2
- O=C(CSc1ccc(Cl)cc1)N1CCN(c2c(Cl)cccc2[N+](=O)[O-])CC1
 : 0.8, -56, 70*, -3, ., 3, 4, 47, 10, 0
- Cc1ccc(NC(=O)c2ccc(S(=O)(=O)NCC3CCCO3)cc2)cc1C (centres undefined)
 : 0.1, 1, 2, -7, 1, 2, 5, -4, -5, 3
- O=C(N/C(=C/c1cccc([N+](=O)[O-])c1)C(=O)N1CCCC1)c1ccccc1
 : -0.1, 4, 3, 7, -1, 2, 4, -2, -5, -1
- Cc1nc(C)n(C(C)CNS(=O)(=O)c2ccc(C)c(C)c2)n1 (centres undefined)
 : -0.3, 3, 12, 6, 8, 5, 11, 1, -17, 2
- CC1CCCCN1C(=O)c1ccc(C(=O)N2CCCCC2C)cc1 (centres undefined)
 : 0.0, 5, -12, 6, 1, -1, 0, -3, -26, -3
- O=C(NCCC1=CCCCC1)c1cc(COc2ccc(F)cc2Cl)on1
 : 1.3, -20, -4, 13, 0, -2, 1, -6, -28, .
- NC(=O)NC(=O)CSc1nc2sc(-c3ccccc3)cc2c(=O)n1-c1ccccc1
 : 0.4, 14, -11, 14, -2, 2, -5, -13, -10, -2
- CCN(CC)CCNC(=O)/C(=C\c1cccn1C)NC(=O)c1cccs1
 : 0.0, -17, 7, 5, -4, 2, 6, 3, -7, 1
- COc1ncccc1-c1nnn(-c2ccc(C)cc2)n1
 : 3.0, -161, 19, 3, 0, -1, 0, 27, -61, 3
- CCOc1ccc(N2CC(C(=O)Nc3nnc(CC)s3)CC2=O)cc1 (centres undefined)
 : 0.0, -3, 6, 22, 0, 2, -4, -8, -13, -1
- COc1ccc(-c2cc(C(=O)Nc3cccnc3Cl)no2)cc1
 : -0.5, 0, 18, ., -2, -3, -7, 8, -14, .
- CN(CC(=O)N1CCN(c2ccccn2)CC1)S(=O)(=O)c1ccc(Br)cc1
 : 0.0, 9, -9, 4, -1, -3, 6, -4, -36, 2
- CCN(CC(=O)N1CCc2ccccc2C1)S(=O)(=O)c1ccc2ccccc2c1
 : 0.1, 18, 2, 27, 0, 9, 7, -7, -1, 0
- N#CCC(=O)N/N=C/c1cn(Cc2ccc3ccccc3c2)c2ccccc12
 : 0.4, 39, 20, 4, 1, 0, 4, -3, -12, -4
- O=C(COC(=O)/C=C/c1ccccc1Cl)NCc1ccco1
 : -0.3, -33, 16, -2, -5, 3, -8, 4, -30, -2
- O=C(COc1ccc(Cl)cc1Br)Nc1ccccc1N1CCCC1
 : -0.3, -1, 17, 5, -3, ., ., 18, ., -4
- Cc1cc(OCC(=O)N2CCN(c3ccccn3)CC2)c(C)cc1Br
 : 0.0, 0, 16, -4, 1, 7, -1, 4, -19, 0
- CCNc1nc(SCC(=O)OC)nc(N2CCOCC2)n1
 : 0.0, 14, 32, 24, -1, 2, 2, -2, 20, -2

# Not a retest: an excerpt of the list.
# Under each structure: HIF activator, aSyn 5UTR inh, HSF-1 act, AI-2 QS mod, GSK3A inh, HSP90 refold inh, IEC-6 tox, HSF1 inhib, KLF5 inh, GSK3B inh
- CCN(CC(=O)N1CCc2ccccc2C1)S(=O)(=O)c1ccc2ccccc2c1
 : 0.1, 18, 2, 27, 0, 9, 7, -7, -1, 0
- N#CCC(=O)N/N=C/c1cn(Cc2ccc3ccccc3c2)c2ccccc12
 : 0.4, 39, 20, 4, 1, 0, 4, -3, -12, -4
- O=C(COC(=O)/C=C/c1ccccc1Cl)NCc1ccco1
 : -0.3, -33, 16, -2, -5, 3, -8, 4, -30, -2
- O=C(COc1ccc(Cl)cc1Br)Nc1ccccc1N1CCCC1
 : -0.3, -1, 17, 5, -3, ., ., 18, ., -4
- Cc1cc(OCC(=O)N2CCN(c3ccccn3)CC2)c(C)cc1Br
 : 0.0, 0, 16, -4, 1, 7, -1, 4, -19, 0
- CCNc1nc(SCC(=O)OC)nc(N2CCOCC2)n1
 : 0.0, 14, 32, 24, -1, 2, 2, -2, 20, -2

# Additional compounds
compound	HIF activator	aSyn 5UTR inh	HSF-1 act	AI-2 QS mod	GSK3A inh	HSP90 refold inh	IEC-6 tox	HSF1 inhib	KLF5 inh	GSK3B inh
COc1ccc(Cl)cc1NC(=O)CN(C)CC(=O)Nc1cc(OC)c(OC)c(OC)c1	-1.0	4	15	1	-2	0	40*	5	54	-17
N#C/C(=C/c1cccn1-c1cccc(C(=O)O)c1)c1ccc(Cl)cc1	-0.4	-6	7	31	-5	4	-2	2	6	4
COc1ccc(CC(=O)N/N=C/c2cccs2)cc1OC	-23	5	30	3	-1	0	-4	18	-11	-21
CCOc1ccc(C(C)=O)cc1CN1C(=O)NC2(CCCCCC2)C1=O	-46	5	12	11	-2	-1	-16	-4	-5	-2
COc1ccc(OC)c(-c2c3cc(O)c(=O)cc-3oc3cc(O)c(O)cc23)c1	.	.	.	.	6	5	-6	.	0	.
C/C(=N\Nc1ccc(C(=O)O)cc1)c1ccc(Br)cc1	-2.7	-4	-34	-55	.	46*	12	-19	-8	0
COc1ccccc1CCNC(=O)C(=O)NCC1OCCN1S(=O)(=O)c1ccc(Cl)cc1 (centres undefined)	-0.1	-4	4	6	0	0	-4	-1	-9	2
C/C(=N\NC(N)=S)C1=CCC2C3CC[C@H]4CC(O)CC[C@]4(C)C3CC[C@]12C (some centres undefined)	-0.1	-95	51*	-2	0	3	14	25	-31	0
CC(C(=O)Nc1ccccc1-c1ccccc1)N1CCN(Cc2ccccc2)CC1 (centres undefined)	-0.2	24	21	8	-2	2	1	3	-4	-1
Nc1ccc(/C=C/c2ccc3ncccc3c2)cc1	0.1	5	37	8	-4	12	8	22	-58	-1
CC(C)Oc1ccc(C(=O)NCC(=O)OCC(=O)N(C)Cc2cccs2)cc1	-0.3	-13	0	44	-4	0	1	-4	-23	0
Cc1ccc(C(=O)N/C(=C/c2ccc(Cl)cc2)C(=O)N2CCOCC2)cc1	-0.1	8	9	14	-2	0	-1	4	-9	-2
CN(/C=C/C(=C/C=[N+](C)c1ccccc1)OCCCS(=O)(=O)[O-])c1ccccc1	-0.3	-44	10	13	-1	6	8	6	-5	1

# Screening data (PubChem BioAssay)
